CCHF vOTU inh: CCHFV vOTU protease inhibitors, primary screen, biochemical, Pep-AMC substrate, fluorescence; AID 651958, 2012; actives 0.55% (n = 370,000); inhibition, % at 11.5 µM; Crimean-Congo hemorrhagic fever virus L polyprotein viral ovarian tumor (vOTU) protease …; in the data active = inhibition above about 30%; note: 0% = vehicle wells with enzyme and 100% = no enzyme wells
BH1578 lux ind: inducers of Vibrio cholerae quorum light production without autoinducers, primary screen, BH1578 luxS cqsA deficient, single point; actives 0.16% (n = 350,000); AID 588436, 2011; activation, % at 18.7 µM; V. cholerae BH1578 lux reporter, luminescence, 6 h; in the data active = activation mostly above about 9.7%, no sharp cut-off; inconclusive = no clear call, values can overlap the other calls; inactive = mostly below about 3.7%; note: not every result past the cut was called active; inactives centre near 0; reference of the scale not given here
Anthrax LF inh2: Bacillus anthracis LF protease inhibitors, primary screen, biochemical, multiplex microsphere, MLPCN library. multiplex microsphere protease cleavage assay. inhibition, % at 10 µM. actives 0.12% (n = 360,000). AID 588501, 2011; note: plate controls were buffer without enzyme for full effect and enzyme alone for no effect
Target sequence (P15917 whole entry, looked up): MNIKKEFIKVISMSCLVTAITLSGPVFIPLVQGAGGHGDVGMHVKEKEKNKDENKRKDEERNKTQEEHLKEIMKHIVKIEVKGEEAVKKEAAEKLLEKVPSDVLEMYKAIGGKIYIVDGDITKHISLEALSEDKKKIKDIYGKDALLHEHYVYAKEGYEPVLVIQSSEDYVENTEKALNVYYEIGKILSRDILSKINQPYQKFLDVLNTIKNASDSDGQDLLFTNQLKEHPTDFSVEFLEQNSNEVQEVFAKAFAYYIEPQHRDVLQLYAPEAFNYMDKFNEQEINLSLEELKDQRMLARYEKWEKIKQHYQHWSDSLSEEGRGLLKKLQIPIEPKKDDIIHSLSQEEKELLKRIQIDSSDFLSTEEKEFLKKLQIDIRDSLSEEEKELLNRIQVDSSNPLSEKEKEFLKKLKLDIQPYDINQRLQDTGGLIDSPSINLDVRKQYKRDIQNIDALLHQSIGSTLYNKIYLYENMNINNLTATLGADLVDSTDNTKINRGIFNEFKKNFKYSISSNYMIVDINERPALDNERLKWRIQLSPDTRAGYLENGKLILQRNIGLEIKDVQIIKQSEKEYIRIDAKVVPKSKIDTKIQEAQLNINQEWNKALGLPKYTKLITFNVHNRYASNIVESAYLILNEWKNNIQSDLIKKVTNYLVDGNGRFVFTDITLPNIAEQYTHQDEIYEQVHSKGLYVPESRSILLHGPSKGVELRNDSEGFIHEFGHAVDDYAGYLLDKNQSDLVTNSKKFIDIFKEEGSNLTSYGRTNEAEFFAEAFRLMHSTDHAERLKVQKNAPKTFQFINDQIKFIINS
DUSP3 inh: VHR1 phosphatase inhibitors, primary screen, biochemical, absorbance, uHTS | Dual specificity protein phosphatase 3 (Homo sapiens), P51452 | recombinant VHR phosphatase, pNPP absorbance | inhibition, % at 13.3 µM | actives 0.52% (n = 290,000); in the data active = inhibition above about 50%; note: some compounds called inactive have numbers as strong as hits
Target sequence (P51452 whole entry, looked up): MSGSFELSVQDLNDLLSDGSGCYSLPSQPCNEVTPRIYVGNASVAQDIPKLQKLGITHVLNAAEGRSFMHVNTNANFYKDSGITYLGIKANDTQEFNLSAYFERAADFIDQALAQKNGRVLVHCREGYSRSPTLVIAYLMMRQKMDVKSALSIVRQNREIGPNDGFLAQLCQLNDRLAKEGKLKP
BoNT-A LC inh2: BoNT/A light chain protease inhibitors, primary screen, biochemical, flow cytometry, MLPCN library. AID 588499, 2011. Botulinum neurotoxin type A light chain protease (Clostridium botulinum A str. ATCC 3502). inhibition, % at 10 µM. multiplex microsphere protease substrate cleavage. actives 0.17% (n = 360,000); note: plate controls were buffer without enzyme for full effect and enzyme alone for no effect
PfHsp40 yeast: rescue of yeast from PfHsp40 toxicity, primary screen, S. cerevisiae, ATP luminescence | AID 504582, 2011 | S. cerevisiae expressing PfHsp40, growth rescue | growth rescue, % at 12.5 µM | actives 0.68% (n = 340,000); in the data active = growth rescue above about 28%, passing the limit was not always enough; inconclusive = no clear call, values can overlap the other calls;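 note: yeast W303a lacking pdr1 and pdr3 grown in galactose medium; growth measured after three days at 30 °C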
Y pestis TopoI: Yersinia pestis topoisomerase I inhibitors, primary screen, biochemical, cleavage product accumulation, plate reader, single point | DNA topoisomerase I (Yersinia pestis CO92) | Y. pestis Topo-I cleavage product accumulation | activity, % at 10 µM | actives 0.064% (n = 360,000); in the data active = activity above about 50%, passing the limit was not always enough; inconclusive = no clear call, values can overlap the other calls; note: inactives centre near 2
TcdB inh: TcdB glycohydrolase inhibitors, primary screen, biochemical, single point, plate reader; Toxin B (Clostridioides difficile), P18177; inhibition, % at 9.99 µM; actives 0.24% (n = 350,000); TcdB glycohydrolase enzymatic assay; in the data active = inhibition above about 10%
SARS 3CLpro inh: SARS-CoV 3CLpro protease inhibitors, primary screen, biochemical, quenched FRET | Replicase polyprotein 1ab (Severe acute respiratory syndrome coronavirus), P0C6X7 | recombinant SARS-CoV 3CLpro, quenched FRET peptide cleavage | inhibition, % at 6 µM | actives 0.14% (n = 290,000) | AID 1706, 2009; in the data active = inhibition above about 12%
SSB-PriA inh: inhibitors of Klebsiella pneumoniae PriA binding to SSB C-terminal tail, primary screen, biochemical, AlphaScreen; inhibition, % at 33 µM; actives 0.6% (n = 430,000); AlphaScreen SSBct-PriA binding, biotinylated peptide; PriA–SSB C-terminal tail interaction (Klebsiella pneumoniae); AID 1272365, 2023; in the data active = inhibition mostly above about 37%, no sharp cut-off; inactive = mostly below about 20%;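 note: plate controls were negative control peptide for no effect and reference peptide for full effect; strong numbers were not always called active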
* hit, by the source's call; i = inactive; u = inconclusive; x = no result given; & = joins results of further samples. Cut-off read from the data, not from the text of the source, unless noted: active = inhibition above about 30%; inconclusive = no clear call, values can overlap the other calls; inactive = below that. An excerpt (hit frequency here may not be typical).

Order of results: CCHF vOTU inh	BH1578 lux ind	Anthrax LF inh2	DUSP3 inh	BoNT-A LC inh2	PfHsp40 yeast	Y pestis TopoI	TcdB inh	SARS 3CLpro inh	SSB-PriA inh
COCCn1c(N)c(N(Cc2ccccc2)C(=O)CN2C(=O)NC(C)(c3ccccc3)C2=O)c(=O)[nH]c1=O (stereo not drawn)
    18	3.6	6	12	0.0	-0.6	-1	0.8	3	-3
CC1CCC2(CC1)Nc1ccccc1C(=O)N2c1ccccc1 (stereo not drawn)
    -4	x	1	18	0.7	0.4	-8	x	7	-2
COc1ccc(CC(NC(C)=O)C(=O)NC2CCN(C(=O)Nc3ccc(Cl)cc3)CC2)cc1OC (stereo not drawn)
    -2	3.1	-1	4	0.2	3.2	1	x	2	-14
COc1ccccc1C1c2[nH]c3ccccc3c2CCN1Cc1cnc(C)s1 (stereo not drawn)
    -5	-0.2	-2	9	0.0	-0.4	19	1.8	-1	2
O=C(NCc1ccc(F)cc1)C1(c2cccs2)CCOCC1
    11	-0.3	0	4	-0.1	1.4	4	0.5	0	-8
COc1ccc(NC(=S)N/C(=N/S(=O)(=O)c2ccc(C)cc2)c2ccccc2)cc1
    3	i	-2	26	-1.2	1.8	0	-0.4	4	x
O=C(Cc1ccccc1)Nc1nnc(-c2cccs2)s1
    12	i	-3	2	-0.9	-1.1	11	x	3	-11
O=C(CN1CCC(c2nc3ccccc3[nH]2)CC1)Nc1ccc2c(c1)OCO2
    -4	-0.2	-5	10	3.9	-0.3	-2	x	2	3
Cc1ccc(C(=O)N/N=C2\SCC(=O)N2c2cc(C)ccc2C)cc1
    -3	i	-5	0	0.1	0.1	17	x	0	x
O=C(CCCN1C(=O)/C(=C/c2cccs2)SC1=S)Nc1ccccn1
    7	-0.2	-2	-14	-0.5	-1.0	-2	0.0	-2	13
Cc1ccc(NC(=O)COC(=O)C2COc3ccccc3O2)cc1 (stereo not drawn)
    -8	0.0	0	x	-0.3	-0.3	-3	-0.8	x	10
COc1ccc2c(=O)c(Oc3ccc(C(=O)O)cc3)c(C(F)(F)F)oc2c1
    4	i	-9	6	-1.2	0.9	-7	2.5	3	-3
CCOC(=O)C1(P(=O)(c2ccccc2)c2ccccc2)CCC1
    4	i	3	39	0.0	0.2	-2	x	0	-2
O=C([C@@H]1CC=C[C@@H]2CCN(C3CCCCC3)C(=O)[C@@H]21)N1CCN(c2ccccc2)CC1
    6	-1.6	-4	x	-0.2	0.4	19	0.6	x	-14
COc1ccccc1NC(=O)N1CCC(NC(=O)C(Cc2ccccc2F)NC(C)=O)CC1 (stereo not drawn)
    -5	-3.6	0	-23	-0.8	-2.1	1	1.6	0	-5

Further entries
Order of results: CCHF vOTU inh	BH1578 lux ind	Anthrax LF inh2	DUSP3 inh	BoNT-A LC inh2	PfHsp40 yeast	Y pestis TopoI	TcdB inh	SARS 3CLpro inh	SSB-PriA inh
O=C(c1ccccc1)N1CCN(C2C3CC4CC(C3)CC2C4)CC1 (stereo not drawn)
    2	i	0	26	-0.4	0.8	28	x	-4	-9
Cc1cccc(N(C(=O)Nc2ccccc2)C2=NCC(C)S2)c1 (stereo not drawn)
    5	-0.4	-3	17	-0.9	-0.4	6	1.0	0	0
N#Cc1ccc(N2C(=O)[C@@H]3C(C(=O)c4ccc5ccccc5n4)=NN[C@@H]3C2=O)cc1
    3	-1.0	2	18	0.8	-1.0	3	-0.5	2	-10
COc1ccccc1-c1ccc([C@@H]2C[C@H]3[C@@H](CN2)CON3C)cc1
    18	-1.1	2	x	0.6	x	-3	0.8	x	x
CCN(CC)S(=O)(=O)c1cccc(-c2n[nH]c(=S)n2/N=C/c2ccc(C(=O)OC)cc2)c1
    -17	-0.2	-3	-4	-0.1	-1.5	13	x	6	x
COc1ccccc1-c1coc2c(CN3CCOCC3)c(O)ccc2c1=O
    -137	1.4	-10	28	1.6	-0.7	-3	-1.4	-2	-9
CCC(C)[C@H](NC(=O)NC1CCN(Cc2ccccc2)CC1)C(=O)OC (stereo partly drawn)
    -12	-2.0	2	24	1.8	0.6	-2	x	-1	-8
CC(C)(C)Nc1c2ccccc2nc2ccccc12
    -92	0.7	0	x	-1.2	0.4	3	1.0	-1	10
O=C(Cn1nc(-c2ccccc2)c2ccccc2c1=O)Nc1cccc(O)c1
    2	0.6	-3	28	0.2	0.4	8	-0.6	1	-3
O=C(COC(=O)C1CC(=O)N(c2nc(-c3ccccc3)cs2)C1)c1ccccc1 (stereo not drawn)
    8	1.2	4	14	1.0	0.4	10	x	0	-9
CCN(C(=O)CSc1nc2cc(C(F)(F)F)ccc2n1Cc1ccccc1)C1CCS(=O)(=O)C1 (stereo not drawn)
    15	0.8	1	8	0.1	0.8	26	-0.2	5	3
Cc1ccnc(NC(=O)c2cc3cc(F)ccc3s2)c1
    22	-0.2	-6	17	1.3	-0.9	0	0.0	9	-5
Cc1nc2cc([N+](=O)[O-])ccc2c(=O)n1-c1ccc(Br)cc1
    3	-1.3	-3	4	-0.1	-1.5	6	0.3	-1	2
COc1ccc(S(=O)(=O)N2CCCC(C(=O)NCc3ccc(F)cc3)C2)cc1 (stereo not drawn)
    5	-0.8	1	7	-0.6	0.2	8	-0.3	-2	2
O=C(c1ccc(OC2CCN(CCc3ccccc3)CC2)cc1)N1CCCC(CCCO)C1 (stereo not drawn)
    8	-0.3	-1	-4	-3.0	-0.8	23	1.4	-4	2

The list continues:
Order of results: CCHF vOTU inh	BH1578 lux ind	Anthrax LF inh2	DUSP3 inh	BoNT-A LC inh2	PfHsp40 yeast	Y pestis TopoI	TcdB inh	SARS 3CLpro inh	SSB-PriA inh
O=C(c1cnn2c(C(F)F)cc(C3CC3)nc12)N1CCCC1
    -4	-0.2	-9	8	u	-1.6	-1	x	-2	2
COc1ccc2c(C)c(C(=O)O)oc2c1
    -20	-2.9	-1	14	0.7	1.1	5	x	-3	-5
COc1cccc(Nc2ccc(N3CCCCC3)cc2)c1OC
    10	i	-16	x	-0.5	-0.5	-4	-0.7	x	74
CSc1nc2sc3c(c2c(=S)[nH]1)CC(C)(C)OC3
    -2	-5.6	-14	10	-5.0	-2.3	0	1.4	2	4
O=C1C=C(NC2CCCC2)CC(c2ccccc2)C1 (stereo not drawn)
    -14	-0.2	-3	27	-0.7	-1.4	2	1.8	3	-4
NC(=O)CSc1nc2cc3c(cc2c(=O)n1CCCC(=O)NCc1ccc2c(c1)OCO2)OCO3
    -9	-0.4	-14	30	-1.7	-0.7	10	x	-7	-1&-13
COc1ccc(NS(=O)(=O)c2cccc(C(=O)NNC(=O)c3cc(S(N)(=O)=O)ccc3OC)c2)cc1
    15	-1.4	-9	x	-12	-1.0	0	1.1	x	1
Nc1c(C(=O)C2CC2)sc2nc(-c3cccs3)cc(C(F)(F)F)c12
    -74	-0.1	16	17	20	0.2	2	x	-2	-8
CN(/N=C/c1cc(Cl)cc(Cl)c1O)c1c(Cl)cccc1[N+](=O)[O-]
    -4	-0.4	15	-28	2.4	-1.6	-14	0.8	4	x
CC1CCN(C(=O)CCS(=O)(=O)c2cc3c(cc2Cl)NC(=O)CO3)CC1
    0	i	-2	13	-0.3	-1.0	5	0.5	-7	0
COc1c(CC=C(C)C)c(O)cc2oc(=O)c3c4ccc(O)cc4oc3c12
    x	-0.5	-7	x	-0.6	x	-5	x	x	-4
O=c1cc(-c2cccc(Br)c2)oc2cccc(O)c12
    -4	i	-5	-1	-0.4	0.3	9	0.2	x	-1
CCCCOc1ccc(N(CC(=O)NC2CCCCC2)C(=O)c2snc(C(N)=O)c2N)cc1
    -8	-0.1	0	23	-4.7	2.3	8	0.2	4	-4
CC(C)(C)NC(=O)CSc1nnc(-c2ccncc2)o1
    -20	-0.2	-1	-1	0.8	-0.7	-7	0.6	0	-7&-1
Cc1ccc(C(=O)/C=C/NCc2ccc(F)cc2)cc1
    -3	i	0	-5	0.0	-0.5	9	x	4	-10

Next section:
Order of results: CCHF vOTU inh	BH1578 lux ind	Anthrax LF inh2	DUSP3 inh	BoNT-A LC inh2	PfHsp40 yeast	Y pestis TopoI	TcdB inh	SARS 3CLpro inh	SSB-PriA inh
FC(F)(F)c1cc(C(F)(F)F)c2ccc(N3CCN(c4ccccc4)CC3)nc2n1
    0	-0.4	-13	-8	-0.2	-0.6	-1	x	0	-16
Cn1c(=O)c2c(nc(SCCN3CCOCC3)n2Cc2cccc3ccccc23)n(C)c1=O
    4	12	-5	13	0.1	0.5	24	x	1	6
O=C(COC(=O)c1ccc(N2CCOCC2)c([N+](=O)[O-])c1)Nc1ccc2c(c1)OCO2
    -1	-0.3	-1	-1	-0.6	-1.1	-1	x	-5	-9
O=C(NCc1cccs1)c1ccc2sc([C@H]3C[C@H](O)[C@@H](CO)O3)nc2c1
    -3	-0.3	-8	x	-0.2	x	4	-1.4	x	x
O=C(O)c1ccccc1C(=O)Nc1ccccc1NC(=O)c1ccccc1C(=O)O
    -16	i	x	x	x	x	3	0.8	x	-3
COc1cccc2cc(C(=O)N3CCN(c4ccc(C)cc4C)CC3)c(=O)oc12
    1	-0.1	-8	-6	-0.2	4.6	21	1.4	-2	-4
Cc1cc2cc(CN(Cc3ccco3)S(=O)(=O)c3c(C)ccc4nsnc34)c(=O)[nH]c2cc1C
    11	i	1	26	u	-1.9	21	x	3	-27
COc1ccc(/C=C2\N=C(C)OC2=O)cc1OC
    11	i	0	79	3.1	-0.4	-2	-4.0	-9	-11
C[C@H]1COc2cc(N3CCC[C@@H]3CO)ccc2S(=O)(=O)N1
    6	x	-3	x	0.0	x	x	1.8	x	x
COc1ccc(OCCCC(=O)Nc2ccc3c(c2)OCO3)cc1
    0	1.8	0	19	-0.5	-0.2	5	x	-1	-8
CCOc1ccc(N(CC(=O)NCc2ccccc2)S(=O)(=O)c2ccc(C)cc2)cc1
    6	-0.3	-6	6	-0.4	0.5	17	1.4	-6	-3
Cc1cc(CNC(=O)C2CCC(=O)N(CCc3cccc(F)c3)C2)on1 (stereo not drawn)
    27	i	1	23	-1.0	-0.8	-4	0.4	-7	-14
Cc1cc(NC(=O)/C=C/c2cccc(F)c2)n(-c2nc3ccccc3[nH]2)n1
    8	0.2	-1	-5	-1.3	0.8	2	0.4	3	-6
Cc1cccc(S(=O)(=O)Nc2cc(Cl)ccc2N2CCOCC2)c1
    6	-0.8	-6	x	1.1	0.1	16	1.8	x	5
CN(CC(=O)Nc1ccc(F)cc1)C(=O)C1CCN(S(=O)(=O)c2ccc3c(c2)OCCO3)CC1
    34*	-10	2	x	1.0	0.1	4	1.6	x	-2
CN=c1scc(-c2cc(OC)ccc2OC)n1/N=C/c1c(C)[nH]c2ccccc12
    -2	i	-12	-2	7.7	0.4	-8	1.1	-2	x
Cc1noc(C)c1C(=O)N1CCC1(C)C(=O)NS(=O)(=O)c1cccc(Cl)c1 (stereo not drawn)
    18	-4.5	2	x	-0.5	x	10	2.2	x	x
O=C1CNC(c2ccccc2Cl)c2cc(Br)ccc2N1 (stereo not drawn)
    3	0.3	-13	-32	0.9	2.3	0	1.3	-1	-13&-10

Screening data from PubChem BioAssay.
